APP 5'UTR act: APP 5'UTR luciferase reporter activation; SH-SY5Y APP 5'UTR luciferase reporter, luminescence; zero percent = DMSO vehicle wells; activation, % at 2 µM; 190,000 compounds, 1% hits;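 active = activation above a set limit, based on mean plus 3 SD of controls, cut at about 140% in these data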; note: values of inactives mirror those of a sister screen read the other way
TNAP act hiacc: activators of human TNAP at high phosphate acceptor concentration. P05186. 200,000 tested, under 10 active. purified TNAP, CDP-star luminescence, 1 M DEA, 30 min; hits give high values; 0 = EDTA background, 1 = DMSO-only activity. activation factor at 20 µM. AID 1136;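 active = activation factor at least 2 at 20 µM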
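Dosing: 20 µM single point. System: human TNAP. Amount: TNAP 1/800 final. Incubation: 30 min, room temperature. Read-out: TNAP activation factor scaled between EDTA and DMSO control wells. Signal: luminescence from CDP-star hydrolysis. Medium: 1 M DEA, pH 9.8, Mg2+, Zn2+. Control set: EDTA negative control, DMSO positive control.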
TNAP inh noacc: TNAP (human) inhibition, acceptor-free conditions. inhibition, % at 20 µM. P05186. 200,000 compounds, 0.26% hits. purified TNAP, CDP-star luminescence, 30 min;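 active = tissue-nonspecific alkaline phosphatase inhibition above about 50% at 20 µM in the single-dose screen, limit read from the data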;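 note: 0% = DMSO negative control and 100% = EDTA positive control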
TNAP inh hiacc: TNAP (human) inhibition, high acceptor | 200,000 compounds, 0.03% hits | inhibition, % at 20 µM | purified TNAP, CDP-star luminescence, 1 M DEA | P05186 | AID 1135;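 active = over 50% inhibition of tissue-nonspecific alkaline phosphatase at 20 µM in the single-dose screen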;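 note: plate controls were DMSO wells for no effect and EDTA-quenched wells as full inhibition for full effect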
bIAP act: intestinal alkaline phosphatase (bovine) activation; purified bovine IAP, CDP-star luminescence, 30 min; hits give high values; fold of DMSO-control signal, blank-subtracted; 200,000 compounds, 0.17% hits; activation factor at 20 µM; AID 1016;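 active = activation factor of 2 or more at 20 µM, a signal rise over negative controls twice the positive control's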
FLuc inhib CS: inhibits firefly luciferase, flagging false hits in luciferase inhibition screens; ATPLite firefly luciferase biochemical luminescence, 10 min; inhibition, % at 10 µM; 200,000 compounds, 1.5% hits; AID 1006;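 active = inhibition above about 50% when tested at 10 µM, limit read from the data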
Target sequence (P08659 whole entry, looked up): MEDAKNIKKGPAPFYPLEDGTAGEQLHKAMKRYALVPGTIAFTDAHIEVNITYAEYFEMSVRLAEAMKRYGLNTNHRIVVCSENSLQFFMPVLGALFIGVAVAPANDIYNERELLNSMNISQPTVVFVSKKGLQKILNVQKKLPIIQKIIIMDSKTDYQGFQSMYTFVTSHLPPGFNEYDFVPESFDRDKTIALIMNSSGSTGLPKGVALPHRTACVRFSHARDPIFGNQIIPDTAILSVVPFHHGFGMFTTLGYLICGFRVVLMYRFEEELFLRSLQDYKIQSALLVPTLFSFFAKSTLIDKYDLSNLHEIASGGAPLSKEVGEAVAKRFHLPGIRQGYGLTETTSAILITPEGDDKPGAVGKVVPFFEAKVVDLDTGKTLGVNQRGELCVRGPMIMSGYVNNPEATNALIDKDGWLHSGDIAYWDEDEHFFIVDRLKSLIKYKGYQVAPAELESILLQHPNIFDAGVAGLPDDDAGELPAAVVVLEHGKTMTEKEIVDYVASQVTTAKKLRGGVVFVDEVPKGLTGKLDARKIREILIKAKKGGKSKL
PMI act hi M6P: increases human PMI activity with near-saturating mannose 6-phosphate; P34949; coupled PMI enzyme assay, resazurin fluorescence, 20 min; hits give high values; 1 = untreated enzyme, 0 = substrate-free blank; activation factor at 20 µM; 190,000 compounds, 0.34% hits;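 active = activation factor of 2 or more at 20 µM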
Target sequence (P34949 whole entry, looked up): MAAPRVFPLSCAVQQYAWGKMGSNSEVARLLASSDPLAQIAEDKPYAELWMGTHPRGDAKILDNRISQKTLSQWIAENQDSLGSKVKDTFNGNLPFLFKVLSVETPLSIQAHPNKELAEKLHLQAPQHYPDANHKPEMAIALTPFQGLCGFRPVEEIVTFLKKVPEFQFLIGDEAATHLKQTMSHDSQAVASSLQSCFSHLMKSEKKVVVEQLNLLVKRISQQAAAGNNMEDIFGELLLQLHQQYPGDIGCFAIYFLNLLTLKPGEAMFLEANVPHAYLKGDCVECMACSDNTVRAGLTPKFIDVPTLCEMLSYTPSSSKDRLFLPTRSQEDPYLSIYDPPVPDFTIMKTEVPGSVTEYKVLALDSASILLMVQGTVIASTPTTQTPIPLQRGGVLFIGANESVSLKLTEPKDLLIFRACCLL
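Test system: human phosphomannose isomerase with PGI, G6PDH, diaphorase coupling enzymes; Amount: PMI at 15 ng/mL final; Reagent: Mannose-6-phosphate 1.0 mM (near-saturating) plus 0.22 mM NADP+; Timing: 20 min, room temperature; Technique: resorufin fluorescence at Ex 544/Em 590 nm; Dosing: 20 µM single dose.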
NF-kB expr up: NF-kB expression increase, human neuronal cells; NF-kB reporter expression; hits give high values; fold change at 12.5 µM; 190,000 compounds, 1.6% hits; AID 1239; in the data active = fold change above about 3.3
FLuc stim CS: affects firefly luciferase, flagging false hits in luciferase stimulation screens; ATPlite luciferase biochemical, luminescence, 10 min; 0 = ATP-free wells, 1 = DMSO control; P08659; 200,000 tested, under 10 active; activation factor at 10 µM;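 active = luciferase activation factor, scaled between plate controls, of at least 2 with compound at 10 µM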
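Material: Luciferase/luciferin reagent mix; Doses: test compounds dosed from 2 mM stocks in 100% DMSO; Schedule: 10 min incubation after luciferase reagent addition, room temperature; Measured by: luminescence from luciferase reaction; Read-out: luminescence gain marking luciferase activators.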
PMI activator: increases human mannose-6-phosphate isomerase activity | P34949 | purified human PMI, coupled resazurin fluorescence, 20 min; hits give high values; 1 = vehicle control, 0 substrate-free wells | activation factor at 20 µM | 190,000 compounds, 0.005% hits | AID 1214;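 active = activation factor of 2 or more at 20 µM, relative to plate controls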
Numbers without * were called inactive; . = not tested or not shown. Random draw from the library. About 3.6% of those tested had a hit in this group.

FLuc stim CS,PMI act hi M6P,TNAP act hiacc,bIAP act,smiles,TNAP inh noacc,FLuc inhib CS,PMI activator,APP 5'UTR act,TNAP inh hiacc,NF-kB expr up
1,1,1,1.1,O=C(O)c1csc(-c2ccc(Cl)cc2)n1,-12,-4,1,8,-4,1.1
1.1,1,1,1,COC(=O)c1onc(-c2c(C)cc(C)cc2C)c1C(=O)OC,-12,-5,1,4,-3,1.4
1,0.9,1,1,NS(=O)(=O)c1ccc(CCNC(=O)CCCC2=NS(=O)(=O)c3ccccc3N2)cc1,-6,-2,1,-1,1,1.2
1,0.9,1,1.1,COc1ccc(Cc2nnc(NS(=O)(=O)c3ccccc3)s2)cc1,-6,-2,0.9,12,-4,2.3
1.1,1,1.1,1,CC(C)Cc1nc(C(N)=O)c2[nH]c(=O)n(-c3ccc(F)cc3)c2n1,-36,-8,1,19,-7,0.95
1.1,1,1,0.4,O=S(=O)(NCCCc1ccccc1)c1ccccc1,-18,-6,1.1,3,-3,0.97
1.1,1,1,0.9,O=C(CN(Cc1cccs1)C(=O)c1csnn1)NC1CCCC1,-10,-9,1,-8,-4,1.1
1.1,1,1,1,C=CCn1c(=O)c2ccccc2n2c(SC(C)C(=O)Nc3nc(-c4ccccc4)cs3)nnc12 (configuration not stated),-2,-5,1,2,2,1
1,1,1,1,CC(C)(C)NC(=O)c1cnn(-c2ccccc2)c1NC(=O)c1ccccc1,-4,-1,1,-8,2,1.1
1.1,1,1.1,0.9,COC(=O)c1ccc(NC(=O)Cn2nc(C)cc2C)cc1,-8,-6,1,3,-5,0.82
1,1,1.2,1.3,CNC(=O)c1sc(N2N=C3/C(=C/c4ccccc4)CCCC3C2c2ccccc2)nc1C (configuration not stated),-57,-1,0.9,18,-18,0.81
1,0.9,1,1,CCC(=O)N1CCN(c2ccc(NC(=O)c3cc4ccccc4o3)cc2Cl)CC1,-3,-4,0.8,-14,-2,0.35
1.1,1,1.1,0.8,Cc1cc(NC(=O)c2cccc(S(=O)(=O)N3CCOCC3)c2)c2ccccc2n1,-4,-10,1,1,-7,0.61
1.1,1,1,1,O=C(NC1CCN(Cc2ccccc2)CC1)c1cc(-c2ccccn2)nc2ccccc12,-10,-6,1,0,-4,0.96
1,0.9,1.1,1,CC1Cc2ccccc2N1C(=O)CSc1nnc2c(n1)[nH]c1ccccc12 (configuration not stated),-3,-5,0.9,3,-5,0.97
1.1,0.9,1.1,0.9,CCOc1ccc(NC(=O)CSc2nnc(C(C)C)n2CC)cc1,-11,-5,1,7,-6,1.2
1,1.1,1,1.4,CCN(CC)S(=O)(=O)c1ccc2nc(COC(=O)c3n[nH]c4ccccc34)[nH]c2c1,-1,-1,1,8,-1,0.91
1,1,1,1.1,CCCC(=O)Nc1cc(OC)c(C(=O)OC)cc1Cl,-11,-3,1,3,-4,1.8
1,0.7,1,0.5,N=c1oc2c3c4c(cc2cc1C(=O)Nc1ccccc1)CCCN4CCC3,6,4,1,51,5,1.4
1,1.1,1.1,1,O=C(O)CNS(=O)(=O)/C=C/c1ccccc1,-13,-3,1.2,8,-6,1.1
1,1,1.1,1.6,CCOC(=O)c1[nH]nc(-c2cc(CC)c(O)cc2O)c1-c1cscn1,-18,-4,1,-2,-5,1.1
1,1,1,1.4,COc1ccc(NC(=O)CSc2nnc(Cc3ccccc3)o2)c(OC)c1,-26,0,1,7,-4,0.8
1.1,1.1,1,1,Cc1cc2c(c(SCC#N)n1)C(=O)OC2,-4,-11,1.2,6,-4,1.2
1.1,0.9,1,0.4,Cc1cc2cc(CN(CC3CCCO3)C(=S)NCc3ccco3)c(=O)[nH]c2cc1C (configuration not stated),6,-11,0.9,0,-2,0.83
1,1.1,1,0.9,CCSc1nnc(NC(=O)C2(C)Cc3ccccc3C(=O)O2)s1 (configuration not stated),-2,2,1.1,22,2,1.1
1.1,0.9,1.1,0.9,CN(C)c1ncc(C(=O)O)cn1,-7,-8,1,17,-6,1
1.1,1,1,1,CCOn1c(=O)c(=O)n(OCc2ccccc2)c2ccccc21,-12,-10,1,5,-2,1.1
1,1,1,0.9,CN(c1ccccc1C(=O)N1CCN(c2cccc(Cl)c2)CC1)S(C)(=O)=O,-11,-4,1,13,-5,0.83
1,1,1,1,CCNC(=S)N(Cc1ccco1)Cc1cc2cc3c(cc2[nH]c1=O)OCCO3,-6,-5,0.8,.,-4,1.2
1,0.9,1,1,O=C(N/C(=C\c1ccc(Br)cc1)C(=O)N1CCCC1)c1cccs1,-9,-5,0.9,3,-2,0.72
1,1,1,0.9,CCOc1cc(C(N)=O)cc(Br)c1OCC,-12,-2,1,26,-4,1
1,0.9,1,0.9,CN1/C(=C/C=N/n2cnnc2)C(C)(C)c2ccccc21,-7,-2,0.9,-5,1,0.85
1,1.2,1,0.9,COc1cc(O)c(C(C)=O)cc1OC,0,-1,1.2,0,-4,1.2
1.1,1,1.1,1,O=C(Nc1nc2cc(Cl)ccc2s1)C1CCCN(S(=O)(=O)c2cccc3cccnc23)C1 (configuration not stated),6,-7,1,-1,-9,0.59
1,0.9,1,1,N=c1c(C(=O)NCc2ccco2)cc2c(=O)n3ccccc3nc2n1Cc1ccc(Cl)cc1,-3,-4,1.1,-10,2,0.99
1.1,0.8,1,0.6,CC(C)c1ccc(CNc2cc(N3CCCC3)ccc2[N+](=O)[O-])cc1,2,-8,0.9,-17,4,0.89
1,0.9,1.1,1,COc1ccc(OC)c(C(=O)COC(=O)c2ccccc2O)c1,-12,-4,1.2,28,-6,1.3
1,0.9,1.1,1,O=c1oc2c(CN3CCOCC3)c(O)c(Cl)cc2c2c1CCC2,5,1,1.2,45,-9,1.3
1,1,1,0.9,Cc1noc(C)c1S(=O)(=O)N1CCCC(C(=O)NCc2ccccn2)C1 (configuration not stated),-9,-4,1,-10,-1,1.1
1,1,1,1,COc1cc(NS(=O)(=O)c2ccc(F)cc2)c(C(=O)O)cc1OC,-10,-4,1,16,-1,1.1
1,0.9,1,1.2,CC(C)N1CC(O)=C(c2nc3ccccc3c(=O)[nH]2)C1=N,13,3,0.9,7,-3,1.5
1.1,1,1.1,0.9,Cn1c(SCc2ccccc2)nnc1-c1ccncc1,2,-8,1.1,7,-8,0.92
0.4,0.9,1,0.9,COc1cccc(C(=O)O/N=C2\CCS(=O)(=O)c3sccc32)c1,-5,60*,0.9,-14,-4,1.5
1,1,1,1,COc1ccc(OCC(=O)N2CCN(C(=O)c3ccccc3)CC2)cc1,-9,4,1,12,-1,1.1
1,1,1,1.3,Cc1ccccc1-n1c(SCC(=O)N2CCC(C(=O)O)CC2)nnc1-c1ccncc1,-5,-1,1,24,-1,1.1

3 compounds out of the list, sorted by formula weight, descending.
FLuc stim CS,PMI act hi M6P,TNAP act hiacc,bIAP act,smiles,TNAP inh noacc,FLuc inhib CS,PMI activator,APP 5'UTR act,TNAP inh hiacc,NF-kB expr up
1,1,1,0.9,Cc1noc(C)c1S(=O)(=O)N1CCCC(C(=O)NCc2ccccn2)C1 (configuration not stated),-9,-4,1,-10,-1,1.1
0.4,0.9,1,0.9,COc1cccc(C(=O)O/N=C2\CCS(=O)(=O)c3sccc32)c1,-5,60*,0.9,-14,-4,1.5
1,0.9,1,0.9,CN1/C(=C/C=N/n2cnnc2)C(C)(C)c2ccccc21,-7,-2,0.9,-5,1,0.85

A different layout for 5 compounds above.
| structure | FLuc stim CS | PMI act hi M6P | TNAP act hiacc | bIAP act | TNAP inh noacc | FLuc inhib CS | PMI activator | APP 5'UTR act | TNAP inh hiacc | NF-kB expr up |
| --- | --- | --- | --- | --- | --- | --- | --- | --- | --- | --- |
| CC(C)c1ccc(CNc2cc(N3CCCC3)ccc2[N+](=O)[O-])cc1 | 1.1 | 0.8 | 1 | 0.6 | 2 | -8 | 0.9 | -17 | 4 | 0.89 |
| COc1ccc(OCC(=O)N2CCN(C(=O)c3ccccc3)CC2)cc1 | 1 | 1 | 1 | 1 | -9 | 4 | 1 | 12 | -1 | 1.1 |
| O=c1oc2c(CN3CCOCC3)c(O)c(Cl)cc2c2c1CCC2 | 1 | 0.9 | 1.1 | 1 | 5 | 1 | 1.2 | 45 | -9 | 1.3 |
| COc1cccc(C(=O)O/N=C2\CCS(=O)(=O)c3sccc32)c1 | 0.4 | 0.9 | 1 | 0.9 | -5 | 60* | 0.9 | -14 | -4 | 1.5 |
| N=c1c(C(=O)NCc2ccco2)cc2c(=O)n3ccccc3nc2n1Cc1ccc(Cl)cc1 | 1 | 0.9 | 1 | 1 | -3 | -4 | 1.1 | -10 | 2 | 0.99 |

(list continues)
FLuc stim CS,PMI act hi M6P,TNAP act hiacc,bIAP act,smiles,TNAP inh noacc,FLuc inhib CS,PMI activator,APP 5'UTR act,TNAP inh hiacc,NF-kB expr up
1,1.1,1,1.1,Cc1ccc(C(=O)Nc2nnc(COc3ccccc3)s2)cc1,0,-3,1,16,0,1.2
1.1,0.9,1,1,CCc1ccc(/C=N/NC(=O)c2cc(-c3ccccc3OC)nc3ccccc23)s1,7,-6,0.9,.,-2,0.6
1,0.8,1,0.9,O=C(NCc1ccc(F)cc1)c1ccc(Br)o1,-6,-4,1.1,4,-5,0.94
1.1,0.9,1,1.1,O=C(CNCc1ccc(F)cc1)Nc1ccccc1-c1ccccc1,-10,-8,1,2,0,1
1,1,1,0.9,Cc1c(C(=O)N2CCN(C)CC2)oc2ccc(S(=O)(=O)N3CCOCC3)cc12,-8,-4,0.9,-3,-1,1.1
1,1,1,0.8,Cc1ccc(OCCn2cnc3sc(C(N)=O)c(C)c3c2=O)cc1,2,-3,0.9,18,-5,0.81
1.1,1.2,1,1,Clc1ccc(C2CC(c3ccco3)n3ncnc3N2)cc1Cl (configuration not stated),-7,-5,1.1,-11,-5,1
1,0.8,1,0.9,COC(=O)c1ccccc1NC(=O)N1c2ccccc2CC1C (configuration not stated),-6,-2,0.8,.,0,0.95
1,1.1,1,0.9,O=C(NCCc1csc(-c2cccnc2)n1)c1cccs1,-2,2,1.1,-14,-3,1.1
1.1,0.8,1,1,N#Cc1ncc(C(F)(F)F)cc1Oc1cccnc1,-2,-5,0.9,-9,-2,1.3
1,1,1.1,0.9,O=C(CSc1nnc(-c2ccncc2)n1CC1CCCO1)Nc1cccc(O)c1 (configuration not stated),-8,-4,0.9,10,-5,1.1
1.1,0.9,1,0.8,Cc1cc(NC(=O)CN2C(=O)NC3(CCCCC3)C2=O)no1,20,-9,1,-6,-1,1
1,0.9,1,1,CC1(C)CC(=O)C2=C(C1)OC(N)=C(C#N)C21C(=O)N2CCCc3cccc1c32 (configuration not stated),-9,0,0.8,-5,-2,0.96
1.1,1.1,1,1,Cc1cc(C(=O)NCCCOC(C)C)c2ccccc2n1,4,-6,1.1,-6,-4,0.87
1,0.9,1,1,Cc1occc1C(=O)NNC(=O)C1CCCCC1,-12,2,0.8,13,-2,1.2

Printed as active in FLuc inhib CS, of those listed so far:
FLuc stim CS,PMI act hi M6P,TNAP act hiacc,bIAP act,smiles,TNAP inh noacc,FLuc inhib CS,PMI activator,APP 5'UTR act,TNAP inh hiacc,NF-kB expr up
0.4,0.9,1,0.9,COc1cccc(C(=O)O/N=C2\CCS(=O)(=O)c3sccc32)c1,-5,60*,0.9,-14,-4,1.5
